ZTA DNA inh: ZTA (EBV) inhibition in EBNA-1 counter-screen; P03206; ZTA-DNA binding, fluorescence polarization; inhibition, % at 11 µM; 0.15% of 320,000 active; AID 2234; in the data active = inhibition above about 33%
Target sequence (P03206 whole entry, looked up): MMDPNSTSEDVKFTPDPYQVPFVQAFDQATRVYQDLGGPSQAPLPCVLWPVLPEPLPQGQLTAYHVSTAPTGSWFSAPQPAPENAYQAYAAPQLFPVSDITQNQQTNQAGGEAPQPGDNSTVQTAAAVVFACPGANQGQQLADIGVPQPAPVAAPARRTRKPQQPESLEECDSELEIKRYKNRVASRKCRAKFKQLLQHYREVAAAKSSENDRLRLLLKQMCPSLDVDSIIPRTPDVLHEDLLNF
Fam108B counter: Fam108B inhibition, counter-screen for RBBP9 inhibitors; 0.33% of 300,000 active; recombinant Fam108B, FP-Rh probe fluorescence polarization; inhibition, % at 9.51 µM;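 active = inhibition above the screen mean inhibition plus 3 SD, computed separately per campaign, cut at about 18% in these data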;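 also: inhibitors lower polarization as less probe binds the enzyme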
Efflux pump mplx: blocks antifungal efflux pumps in multiplex yeast assay | S. cerevisiae Candida pump triplex, Nile Red efflux | inhibition, % at 10 µM | 0.44% of 330,000 active;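 active = plate passing quality check with inhibition over a set limit, or well fluorescence over plate mean plus 4 SD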;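 also: Nile Red retained in pooled yeast measured as flow cytometry median fluorescence; 0% = buffer negative control and 100% = Enniatin B positive control; higher means more Nile Red kept so more efflux inhibition; some compounds called inactive have numbers as strong as hits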
Bcl-xL primary: inhibitors of human Bcl-xL | 0.7% of 320,000 active | GST-Bcl-xL / FITC-Bim BH3 peptide fluorescence polarization | inhibition, % at 10.9 µM | Q07817;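 active = inhibition above the mean of all tested compounds plus 3 SD, cutoff set per campaign, cut at about 30% in these data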;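 also: 0% = DMSO wells and 100% = unlabeled Bim-BH3 peptide competitor; inhibitors lower millipolarization by displacing the labeled peptide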
Target sequence (Q07817 whole entry, looked up): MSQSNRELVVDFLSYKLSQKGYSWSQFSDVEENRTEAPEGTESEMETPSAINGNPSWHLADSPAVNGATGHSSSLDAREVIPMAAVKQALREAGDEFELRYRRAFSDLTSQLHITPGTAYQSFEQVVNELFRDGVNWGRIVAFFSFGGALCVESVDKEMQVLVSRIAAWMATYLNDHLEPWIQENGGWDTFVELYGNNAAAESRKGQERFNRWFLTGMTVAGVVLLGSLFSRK
MEX-5 binding: C. elegans MEX-5 TCR-2 RNA binding activity; Q9XUB2; MEX-5/FITC-TCR2 RNA binding, fluorescence polarization; stronger effect = lower value; activity score (negative = inhibition of binding), % at 10 µM; 0.38% of 300,000 active;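 active = inhibition past about -25% in most replicates, and total fluorescence under double the plate's negative control median, limit read from the data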;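 also: 0% = DMSO and -100% = 5 µM competing unlabeled TCR2 RNA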
MCL1 BIM primary: MCL1-BIM-BH3 interaction inhibition (human); Q07820; GST-MCL1 / FITC-Bim-BH3 fluorescence polarization; inhibition, % at 10.9 µM; 0.68% of 320,000 active; AID 2057;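 active = inhibition above the mean inhibition of all tested compounds plus 3 SD, set per campaign, cut at about 40% in these data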;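 also: 0% = DMSO wells and 100% = unlabeled Bim-BH3 peptide control; higher means more loss of mP so more displacement of Bim peptide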
GLD-1 RNA inh: GLD-1-TGE RNA interaction inhibition (C. elegans) | Q17339 | purified GLD-1 + fluorescein TGE RNA, fluorescence polarization | inhibition, % at 5.96 µM | 0.44% of 320,000 active | AID 2280;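 active = percent inhibition above a per-plate cutoff, the plate mean of test compounds plus 3 SD, cut at about 30% in these data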;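 also: 0% = DMSO wells with GLD-1 and probe and 100% = wells lacking GLD-1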
Target sequence (Q17339 whole entry, looked up): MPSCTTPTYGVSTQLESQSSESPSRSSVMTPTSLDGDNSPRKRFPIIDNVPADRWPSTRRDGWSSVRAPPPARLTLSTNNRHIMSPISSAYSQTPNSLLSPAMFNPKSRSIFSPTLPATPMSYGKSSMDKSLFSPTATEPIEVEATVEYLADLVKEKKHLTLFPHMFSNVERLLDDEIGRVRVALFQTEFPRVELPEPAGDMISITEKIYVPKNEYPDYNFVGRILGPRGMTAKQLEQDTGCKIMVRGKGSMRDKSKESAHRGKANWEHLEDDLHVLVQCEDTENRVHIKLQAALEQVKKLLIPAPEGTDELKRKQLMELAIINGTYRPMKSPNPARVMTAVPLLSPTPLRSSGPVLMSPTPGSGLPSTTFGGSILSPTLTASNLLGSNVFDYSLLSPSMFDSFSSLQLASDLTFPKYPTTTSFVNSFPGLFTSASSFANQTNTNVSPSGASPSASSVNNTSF
Yeast superoxide: yeast age-related superoxide inhibition as caloric restriction mimetic; S. cerevisiae aged cells, superoxide DHE fluorescence; stronger effect = lower value; 0.18% of 330,000 active; AID 2690; superoxide response (% of plate mean), % at 10 µM;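 active = superoxide response under a set limit, about three screen SD below normal, cut at about 65% in these data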;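 also: yeast aged for seven days with compound at 30 °C before DHE staining; 100% = average MFI of all compound-treated wells on the plate with controls excluded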
EBNA-1 inh: blocks EBNA-1 binding to DNA; inhibition, % at 14.8 µM; 0.34% of 300,000 active; EBNA-1 DNA binding, fluorescence polarization; in the data active = inhibition above about 28%
* marks the source's active call; other numbers are inactive results; / = no result given. Compounds as they come (roughly 2.3% active in at least one column).

nr	SMILES	ZTA DNA inh	Fam108B counter	Efflux pump mplx	Bcl-xL primary	MEX-5 binding
1	O=C(COc1ncnc2sccc12)Nc1cccc(S(=O)(=O)N2CCCC2)c1	-5	-8	0.2	-3	0.3
2	COc1ccccc1OCCCCN1CCCCC1	7	0	-0.1	0	1.0
3	CC(C)(C)NCCOc1ccc2ccccc2c1	-5	1	0.0	9	-3.1
4	CCOP(=O)(OCC)C1NC(=O)N(c2ccccc2)C1=O (centres undefined)	-7	1	0.0	5	-0.3
5	CCNC(=S)Nn1cnc2ccccc21	7	-3	-0.2	-1	0.2
6	COc1cc(/C=N/NC(=O)CSCc2ccc([N+](=O)[O-])cc2)cc(OC)c1OC	2	0	0.1	-2	0.4
7	Brc1ccc(/C=N/Nc2nc3ccccc3o2)cc1	8	-6	-0.1	4	1.9
8	Nc1nonc1-n1nnc(C(=O)N/N=C/c2ccncc2)c1CSc1ccc(Cl)cc1	3	-5	0.0	2	-0.8
9	CCC(=O)c1ccc(OCC(=O)NCC2COc3ccccc3O2)cc1 (centres undefined)	-8	/	-0.2	0	/
10	O=C(Nc1cc(Cl)ccc1Oc1ccccc1)C1=COCCO1	-4	-2	-0.1	-4	-0.2
11	COc1ccc(O)c(/C=N/Nc2nc(C)cc(-c3ccccc3)n2)c1	-1	6	0.1	6	0.6
12	O=C(N/C(=C/c1ccc([N+](=O)[O-])cc1)C(=O)N1CCCC1)c1ccccc1	-2	0	-0.1	4	-0.4

nr	MCL1 BIM primary	GLD-1 RNA inh	Yeast superoxide	EBNA-1 inh
1	0	1	89	-15
2	10	3	105	-5
3	4	2	94	-12
4	7	1	101	9
5	0	4	100	5
6	-2	1	87	-3
7	3	2	115	4
8	-1	3	106	2
9	-4	3	88	/
10	-10	-1	84	-19
11	-1	11	110	-6
12	9	2	106	-19

Continued:
nr	SMILES	ZTA DNA inh	Fam108B counter	Efflux pump mplx	Bcl-xL primary	MEX-5 binding
13	Cc1c(OCC(=O)NCCCN2CCCC2=O)ccc2c3c(c(=O)oc12)CCCC3	9	-4	-0.3	13	1.3
14	CC(C)NC(=O)c1nc2ccccc2s1	-10	-4	0.0	3	5.9
15	CCOC(=O)C1=C(CC)OC(N)=C(C#N)C1c1ccsc1 (centres undefined)	-3	-1	0.2	8	-0.7
16	O=C(NCc1cnn(-c2ccccc2)c1)C1CCC(=O)N(C2CC2)C1 (centres undefined)	10	1	-0.1	4	1.0
17	O=C(Cn1ncc2c3ccccc3n(Cc3ccccc3)c2c1=O)NC1CCCC1	-6	-1	0.0	-2	0.1
18	CC(=O)c1ccc(NC(=O)CSC2=NS(=O)(=O)c3cc(Cl)ccc3N2)cc1	-10	-2	-0.1	-1	-0.6
19	CCOc1ccc(OCCCN(C)C)cc1	17	1	-0.1	2	3.0
20	CC(C)=CCN1CCN(Cc2coc3ccc(C)cc3c2=O)CC1CCO (centres undefined)	-11	2	-0.1	2	1.5
21	COc1ccc(NC(=O)CC2C(=O)NC3CCCCC3N2C(=O)c2ccc(F)cc2)cc1 (centres undefined)	-11	2	0.0	-4	-0.6
22	CCCCOc1ccc(CSC(=N)N)cc1[N+](=O)[O-]	-23	-3	-0.2	5	1.8
23	O=C1c2ccccc2C(Nc2ccc3c(c2)OCCO3)N1c1ccccn1 (centres undefined)	4	-2	0.3	3	-0.9
24	Cc1cccc(N2C(=O)CCC2=O)c1	0	1	-0.1	2	-0.8

nr	MCL1 BIM primary	GLD-1 RNA inh	Yeast superoxide	EBNA-1 inh
13	7	-8	97	-1
14	4	0	94	-3
15	7	12	102	-6
16	-2	-1	113	10
17	-3	5	99	-12
18	-4	-2	96	2
19	2	7	94	2
20	-9	4	94	2
21	1	5	96	3
22	9	-3	87	-12
23	6	-1	119	-8
24	1	-1	94	6

Another view of part of the listing above:
No. | Compound | ZTA DNA inh | Fam108B counter | Efflux pump mplx | Bcl-xL primary | MEX-5 binding | MCL1 BIM primary | GLD-1 RNA inh | Yeast superoxide | EBNA-1 inh
13 | Cc1c(OCC(=O)NCCCN2CCCC2=O)ccc2c3c(c(=O)oc12)CCCC3 | 9 | -4 | -0.3 | 13 | 1.3 | 7 | -8 | 97 | -1
14 | CC(C)NC(=O)c1nc2ccccc2s1 | -10 | -4 | 0.0 | 3 | 5.9 | 4 | 0 | 94 | -3

(continued)
nr	SMILES	ZTA DNA inh	Fam108B counter	Efflux pump mplx	Bcl-xL primary	MEX-5 binding
25	CCCn1c(-c2nonc2N)nc2ccccc21	6	-2	-0.1	3	-1.3
26	CCN(CC)C(=S)SCC(=O)Nc1nc(-c2ccccc2)c(-c2ccccc2)o1	-4	-13	0.1	2	0.0
27	Cc1c(C(=O)NCCC2=CCCCC2)cccc1[N+](=O)[O-]	5	-4	0.5	8	-1.4
28	O=[N+]([O-])c1ccccc1S(=O)(=O)Nc1ccc(S(=O)(=O)Nc2nccs2)cc1	14	-2	-0.1	3	-0.4
29	CC(Cc1c[nH]c2ccccc12)C(=O)N1CCN(c2ccccc2F)CC1 (centres undefined)	7	-3	-0.2	5	-0.2
30	Cc1ccc(S(=O)(=O)CCC(=O)OCC(=O)c2c[nH]c3ccccc23)cc1	2	-1	-0.3	3	1.1
31	COC(=O)c1ccc(C(=O)Nc2ccc(F)cc2)cc1	0	-4	0.0	3	/
32	CCCCNC(=O)C1CCN(Cc2ccc(OCc3ccccc3)c(OC)c2)CC1	6	4	0.0	0	-0.3
33	COc1ccc(S(=O)(=O)NC(C)C)cc1C(=O)N1CCOCC1	12	1	0.1	7	-1.9
34	Cc1cc(NC(=O)c2cc([N+](=O)[O-])ccc2Cl)no1	7	2	-0.1	0	2.3
35	COc1ccc2sc(N3C(=O)C4CC=C(C)CC4C3=O)nc2c1 (centres undefined)	2	4	0.4	3	0.8
36	Cc1cc(C)n2nc(CC(=O)NNC(=O)COc3ccccc3)nc2n1	3	0	0.0	4	-5.5

nr	MCL1 BIM primary	GLD-1 RNA inh	Yeast superoxide	EBNA-1 inh
25	4	-1	84	14
26	5	-3	91	0
27	11	-2	106	-18
28	3	9	107	0
29	5	7	91	1
30	0	5	95	2
31	1	10	92	9
32	-2	5	96	0
33	9	4	95	1
34	10	1	95	5
35	1	7	100	-3
36	0	2	100	1

2 of the compounds above, as labelled records.
(25) CCCn1c(-c2nonc2N)nc2ccccc21
  ZTA DNA inh: 6
  Fam108B counter: -2
  Efflux pump mplx: -0.1
  Bcl-xL primary: 3
  MEX-5 binding: -1.3
  MCL1 BIM primary: 4
  GLD-1 RNA inh: -1
  Yeast superoxide: 84
  EBNA-1 inh: 14
(18) CC(=O)c1ccc(NC(=O)CSC2=NS(=O)(=O)c3cc(Cl)ccc3N2)cc1
  ZTA DNA inh: -10
  Fam108B counter: -2
  Efflux pump mplx: -0.1
  Bcl-xL primary: -1
  MEX-5 binding: -0.6
  MCL1 BIM primary: -4
  GLD-1 RNA inh: -2
  Yeast superoxide: 96
  EBNA-1 inh: 2

Next section
nr	SMILES	ZTA DNA inh	Fam108B counter	Efflux pump mplx	Bcl-xL primary	MEX-5 binding
37	CCc1c(C(=O)NC2CCCC2)csc1C	-15	1	-0.1	4	4.0
38	N#C/C(=C\c1ccc(-c2ccc(C(=O)O)cc2)o1)C(=O)Nc1ccc(F)cc1	-4	-5	0.1	5	-13
39	N#Cc1cccc(-c2nnc(SCc3ccccc3C#N)o2)c1	-11	-5	0.2	7	2.6
40	COc1ccc(CN2CCNC(=O)C2CC(=O)NC2CCCCC2)c(OC)c1 (centres undefined)	-1	1	0.0	13	-0.5
41	CC1CCCN(C(=O)c2cn(-c3ccccc3)nc2-c2cccnc2)C1 (centres undefined)	-4	-1	0.0	-7	-1.7
42	O=C(Nc1nc(COc2ccccc2)cs1)C1CCC1	-24	-2	0.0	4	-2.2
43	COC(=O)CN1C2(C#N)CCCCC2CC2CCCCC21C#N (centres undefined)	8	0	0.2	9	-1.3
44	Cc1ccc(-c2c(C(=O)N/N=C/c3c[nH]c4ccccc34)nnn2-c2nonc2N)cc1	8	8	-0.2	-3	1.5
45	Cc1ccc(N2CCN(c3ccc(C)cc3)C2c2ccccn2)cc1	-1	-2	0.2	7	-0.6
46	CCN(Cc1ccc2c(c1)OCO2)C(=O)CSc1nc(C)nc2sc(C)c(C)c12	3	/	-0.1	-1	/
47	CC1=NN(c2ccccc2)C(=O)/C1=C\c1cc(C)n(C)c1C	-2	0	0.1	5	-1.7
48	O=[N+]([O-])c1ccccc1COc1ccc(Cl)c2cccnc12	-4	-3	-0.1	0	-0.2

nr	MCL1 BIM primary	GLD-1 RNA inh	Yeast superoxide	EBNA-1 inh
37	9	6	96	-3
38	-2	-9	98	-9
39	4	3	100	-7
40	13	7	84	3
41	-152	-19	93	3
42	10	9	94	2
43	15	5	93	-7
44	-6	3	95	10
45	1	0	95	13
46	6	2	89	/
47	0	2	111	0
48	1	-2	117	9

Additional records.
nr	SMILES	ZTA DNA inh	Fam108B counter	Efflux pump mplx	Bcl-xL primary	MEX-5 binding
49	Nc1ccc(C(=O)C(=O)c2ccccc2)cc1	8	3	0.3	-1	1.8
50	O=C(NC(=S)NNS(=O)(=O)c1ccccc1)c1ccccc1[N+](=O)[O-]	9	1	-0.3	9	-5.5
51	O=C1CCC(=O)N1c1nc2nc(-c3ccccc3)cc(=O)n2[nH]1	9	-3	0.0	7	2.7
52	Cc1cc(NC(=O)CSc2ccc(-c3ccc(F)cc3)nn2)no1	-15	-1	0.0	-4	0.2
53	CCc1nc(CN(C)C(=O)C2CCC(=O)N(CCc3cccc(F)c3)C2)no1 (centres undefined)	1	2	1.2	4	1.4
54	CC(OC(=O)c1cccs1)C(=O)NCc1ccco1 (centres undefined)	0	2	-0.1	9	-0.3
55	O=C(COc1ncnc2ccccc12)Nc1cc(S(=O)(=O)N2CCOCC2)ccc1Cl	3	-4	0.1	2	-1.7
56	COC(=O)CC1=C(C(=O)OC)C(c2ccncc2)C(C#N)=C(N)O1 (centres undefined)	-10	1	0.0	10	-0.6
57	Cc1nnc(NC(=O)CSc2cn(Cc3ccccc3)c3ccccc23)s1	-18	-3	-0.1	7	-0.7
58	COc1ccc(NC(=O)COC(=O)c2ccc(-n3nc(C)cc3C)cc2)cc1OC	2	/	-0.1	5	/

nr	MCL1 BIM primary	GLD-1 RNA inh	Yeast superoxide	EBNA-1 inh
49	-2	3	104	-10
50	10	0	90	12
51	4	-4	103	-11
52	-3	0	88	1
53	2	1	94	4
54	13	-5	107	-29
55	-4	1	113	10
56	2	5	102	-4
57	7	1	77	13
58	10	-5	83	/

Compound activity deposited in PubChem by several laboratories.
